A549 tox = Nrf2 qHTS screen for inhibitors: counterscreen for cytotoxicity | AID 504648, 2011 | actives 0.16% (n = 390,000) | A549 ARE-Fluc cells, CellTiter-Fluor viability, 18-24 h | Potency, µM (top dose mostly 46 µM), for the others: at the top dose activity change, negative = cytotoxicity, actives largely listed as inhibitors; further: potency means the concentration at half of the fitted maximal effect; on the % scale 0 is the no-effect control and ±100 the full control effect
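A549 ARE_Fluc cells in 5% FBS OPTI-MEM were exposed to compounds in concentration-response for 18-24 h at 37 deg C. Viability was read by CellTiter-Fluor fluorescence (Ex 405/Em 525) after 30 min, before the luciferase read.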
TGFb inhibitor = qHTS for Inhibitors of TGF-b; HepG2 CAGA-GFP TGF-b/SMAD3 reporter, GFP fluorescence, 18 h; TGF-beta stimulated, 500 pg/mL final; actives 1.2% (n = 410,000); AID 588855, 2011; Potency, µM (top dose mostly 46.1 µM), without a hit: at the top dose activity, negative = inhibition, most hits filed as inhibitors; further: potency means the concentration at half of the fitted maximal effect; on the % scale 0 is the no-effect control and ±100 the full control effect; nearly all actives have a fitted effect of over 65% in size
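Using HEPG2 CAGA-GFP reporter cells at 1000 cells/well, we pinned test compounds, stimulated with recombinant TGF-beta (500 pg/mL final) and measured total well GFP after 18 h.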
HepG2 viability = qHTS for Inhibitors of TGF-b: Cytotox Counterscreen; HepG2 CAGA-GFP viability, ATP luminescence, 18 h; Potency, µM (top dose mostly 46.1 µM), inactives show at the top dose activity change, negative = cytotoxicity, hits mostly cytotoxic; actives 0.76% (n = 410,000); AID 588856, 2011; further: potency means the concentration at half of the fitted maximal effect; some results filed as inactive show a strong effect at the top dose
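CellTiter-Glo luminescence gave cytotoxicity after 18 hours at 37 degrees C. The cells were HepG2 CAGA-GFP in 1% FBS DMEM, stimulated with 500 pg/mL TGF-beta after compound addition. %Activity was normalised to no-cell wells (complete cell-killing) and DMSO (no toxicity), and curves were fitted and classified.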
Nrf2 inh = Nrf2 qHTS screen for inhibitors | A549 ARE-Fluc reporter, luciferase luminescence, 18-24 h | Potency, µM (doses to about 46 µM), for inactives: at the top dose activity change, negative = inhibition, usual class: inhibitors | actives 2.1% (n = 360,000) | AID 504444, 2011; further: potency means the concentration at half of the fitted maximal effect; on the % scale 0 is the no-effect control and ±100 the full control effect; nearly all actives have a fitted effect of over 60% in size
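Nrf2 activity is the BugLite luminescence, read 15 min after reagent at room temperature, following CellTiter-Fluor cytotoxicity readout (30 min, 37C). Compound titrations were applied for 18-24 h to 5000 A549 ARE_Fluc cells/well in 5% FBS OPTI-MEM.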
Abeta rescue = qHTS for compounds that reverse cellular toxicity of Amyloid beta (A-beta) peptide in yeast: Primary Screen; yeast expressing A-beta42, growth rescue, OD600, 48 h; response scale: 0% DMSO, 100% iron-clioquinol control; Potency, µM (series often up to 46.1 µM), inactives show at the highest dose growth rescue, hits mostly activators; actives 0.063% (n = 410,000); AID 1347071, 2019; further: potency means the concentration at half of the fitted maximal effect; nearly all actives have a fitted effect of over 55% in size
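Yeast growth medium received pinned compounds, then yeast cells expressing toxic A-beta were added; plates incubated at 30 C for 48 hr. Growth read as absorbance at 600 nm, normalized to DMSO and equimolar FeCl3 plus clioquinol controls.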
Nrf2 ARE act = qHTS of Nrf2 Activators | AREc32 ARE-luciferase reporter (MCF7-derived line), luminescence, 24 h | Potency, µM (series often up to 46.1 µM), for inactives: at the highest dose activation, most hits filed as activators | actives 0.31% (n = 410,000) | AID 624171, 2012; further: potency means the concentration at half of the fitted maximal effect; % of control where 0% means no effect; nearly all actives have a fitted effect of over 65% in size
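AREc32 cells carrying an ARE-driven firefly luciferase reporter were seeded at 1000 cells/well in OPTI-MEM with 5% FBS, then exposed to compound for 24 hr at 37 deg C. Luminescence was read with Steady-Glo after 30 min at RT.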
Akt phos inh = HTS Assay for Inhibitors of Akt Phophorylation: Primary Screen | Neuro2A IGF-stimulated pAkt S473 HTRF, 20 min; hits give low values | activity change, % for hits at 50 µM | actives 0.32% (n = 360,000); in the data active means activity change below about -80%; inconclusive means mostly about -51% to -80%; further: on the % scale 0 is the no-effect control and ±100 the full control effect
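Single-point screen (50 µM final compound) in Neuro2A cells stimulated 20 min with 6 nM IGF at 37 deg C. After lysis, Ser473-phosphorylated Akt read by HTRF (ex 330 nm, em 615/665 nm) as the 665/615 ratio.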
CCT chaperon mod = High-Throughput Screening for Modulators of Cytosolic Chaperonin Activity | purified chaperonin ATPase assay, HTRF ADP detection, 30 min | activity change, % (concentration not given with the values), hits read low | actives 0.3% (n = 360,000); in the data active means activity change below about -30%; further: on the % scale 0 is the no-effect control and ±100 the full control effect
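Enzyme 40 or 20 nM (batch-dependent) in Tris pH 7.4/KCl/MgCl2/DTT; cpd 76 uM single point; ATP 10 uM; 30 min 37 °C; Transcreener ADP HTRF detection, 30 min RT; ratio 665/615.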
Mm-Cpn inhibitor = Inhibitors of TCP-1 ring complex (TRiC) of Methanococcus maripaludis (MmCpn): qHTS; purified Mm-Cpn ATPase, ADP Transcreener TR-FRET; Potency, µM (top dose mostly 76.9 µM), inactives show at the highest dose activity, negative = inhibition, usual class: inhibitors; actives 0.031% (n = 330,000); further: potency means the concentration at half of the fitted maximal effect; on the % scale 0 is the no-effect control and ±100 the full control effect; nearly all actives have a fitted effect of over 80% in size
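25 nM Mm-CPN + cpd, 10 min 37°C; + 10 uM ATP, 30 min 37°C; buffer 30 mM Tris pH 7.4, 100 mM KCl, 5 mM MgCl2, 1 mM DTT; Transcreener ADP HTRF detection 30 min RT.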
* marks the source's active call; other numbers are inactive results; i = inactive; u = inconclusive; x = not tested or not shown; [ ] = remark or other dose. Unless noted, the call rests on the fitted dose curve; in most records, active means well fitted curve in the direction sought with a large enough effect; inconclusive means small, poorly fitted or top-dose-only effect, or another doubt; inactive means no such curve, though single readings can be large; an effect the other way counts as inactive or inconclusive.

canonical_smiles | A549 tox | TGFb inhibitor | HepG2 viability | Nrf2 inh | Abeta rescue | Nrf2 ARE act | Akt phos inh | CCT chaperon mod | Mm-Cpn inhibitor
O=C(Cn1cnc2scc(-c3cccc([N+](=O)[O-])c3)c2c1=O)NCc1ccco1 | 0% | 5% | -1% | -19% | -1% | u | i | -1.9 | 0%
Cc1csc(=Nc2ccccc2)n1Cc1ccco1 | 7% | 0% | 1% | -16% | -19% | 14% | i | 3.1 | -3%
O=[N+]([O-])c1ccc(/C=N/N/C(=N/c2ccccn2)c2ccccn2)cc1 | -3% | -2% | -5% | u | -13% | 1.9% | i | 3.3 | -4%
O=C(NCCCN1CCCCCC1)c1cc2c(=O)oc3ccccc3c2s1 | -2% | -7% | -4% | 38% | -7% | -0.2% | i | -0.5 | -6%
O=C(C1CCN(S(=O)(=O)c2ccc(Br)s2)CC1)N1CCCCC1 | 1% | -16% | -9% | u | -46%[inhibitor] | 3.1% | i | -4.3 | -3%
CCOc1ccccc1-n1cnc2cc(C(=O)NCc3ccco3)ccc21 | -2% | -2% | -14% | x | -2% | 16% | i | -1.1 | -2%
Nc1cc(N)nc(SCC(=O)N2CCCCC2)n1 | 14% | -2% | -11% | 2% | 8% | -0.3% | i | 2.0 | -1%
CNNC(=S)Nc1cccc(C(F)(F)F)c1 | 12% | 2% | 68% | -21% | 12% | -0.1% | i | -2.0 | u
COc1ccc(C(=O)NC(=S)NNC(=O)Cc2cccs2)cc1 | -5% | 0% | 4% | u | 8.9µM* | -0.1% | i | -1.0 | -2%
CCn1c(-c2csc3ccccc23)n[nH]c1=S | -3% | -19% | -9% | u | 5% | -0.7% | i | -13 | -4%
NC(=O)CCCSc1nc2ccccc2[nH]1 | 2% | -10% | 0% | 19% | 0% | 0.1% | i | -9.9 | -1%
COc1ccc(OC)c(S(=O)(=O)N2CCC(C(=O)NC3CCCCC3)CC2)c1 | 1% | -2% | -9% | -5% | -6% | 0.2% | i | 0.7 | -4%
COc1ccc(OC)c(C(=O)c2ccc(C(=O)Nc3ccc(NC(C)=O)cc3)cc2)c1 | -2% | 14% | 12% | u | -14% | 0.2% | i | 2.2 | -3%
COc1ccccc1-c1nnc(NC(C)=O)s1 | 5% | 0% | 6% | u | 0% | u | i | -0.7 | 2%
O=C(/C=C/c1ccccc1)c1c[nH]c2ccccc12 | 1% | -2% | -16% | u | 6% | u | i | -2.0 | -1%

Record cards, as listed above:
Shown for `Nc1cc(N)nc(SCC(=O)N2CCCCC2)n1` = A549 tox = 14%; TGFb inhibitor = -2%; HepG2 viability = -11%; Nrf2 inh = 2%; Abeta rescue = 8%; Nrf2 ARE act = -0.3%; Akt phos inh = i; CCT chaperon mod = 2.0; Mm-Cpn inhibitor = -1%
Shown for `O=C(/C=C/c1ccccc1)c1c[nH]c2ccccc12` = A549 tox = 1%; TGFb inhibitor = -2%; HepG2 viability = -16%; Nrf2 inh = u; Abeta rescue = 6%; Nrf2 ARE act = u; Akt phos inh = i; CCT chaperon mod = -2.0; Mm-Cpn inhibitor = -1%

New compounds follow:
canonical_smiles | A549 tox | TGFb inhibitor | HepG2 viability | Nrf2 inh | Abeta rescue | Nrf2 ARE act | Akt phos inh | CCT chaperon mod | Mm-Cpn inhibitor
COc1cc2sc3ccc(C#CC4(O)CCCCC4)cc3c(=O)c2cc1OC | -4% | -5% | -14% | u | -14% | 7.1% | i | -1.3 | x
CN(C(=O)COc1ccc(Cl)cc1Cl)C1(C)CCS(=O)(=O)C1 (stereo unspecified) | 1% | u | 8% | 8% | -3% | 0.2% | i | -0.6 | 0%
O=c1oc2cc(Br)ccc2n1Cc1ccccc1 | 4% | 9% | -2% | -1% | -1% | 3.0% | i | -0.9 | 1%
O=C(CCN1C(=O)/C(=C/c2cccs2)SC1=S)Nc1ccc(O)cc1 | u | 30% | 1% | -15% | -4% | 5.9% | i | -0.5 | 0%
O=C(N/N=C/c1c[nH]c2ccccc12)c1ccc(Cl)cc1 | -1% | -11% | -20% | u | -19% | 4.7% | i | -2.3 | u
O=C(Cc1ccc([N+](=O)[O-])cc1)NCc1cccnc1 | 0% | 14% | 14% | -6% | 7% | -0.5% | i | -1.5 | 2%
Cn1c(SCc2cccc(C#N)c2)nc2ccccc2c1=O | 7% | -26% | -10% | u | 22% | 0.4%[9.22 µM] | i | -2.6 | 2%
Cn1c(SCC(=O)NCCc2ccccc2)nnc1C1CCCCC1 | -1% | 6% | -16% | 5% | 0% | -0.5% | i | 0.1 | 2%
Fc1ccc(-c2nc3ccc(Cl)cn3c2Cc2ccsc2)cc1 | x | u | -15% | x | -23% | 4.6% | i | 1.5 | x
CCOC(=O)c1c(C)[nH]c(C)c1S(=O)(=O)N1CCN(c2ccc(F)cc2)CC1 | -3% | -3% | -7% | -1% | -4% | 0.0% | x | -1.2 | 6%
O=C(Nc1nncs1)c1ccc(S(=O)(=O)c2ccccc2)cc1 | 4% | 15% | -1% | u | 2% | -0.5% | i | -0.9 | 1%
O=C(NCCSc1c[nH]c2ccccc12)c1ccc(Cl)cc1 | -6% | u | -40% | 4%[9.27 µM] | 29% | -0.4% | x | x | x
CCc1ccc(C(c2c(C)nn(-c3ccccc3)c2N)c2c(C)nn(-c3ccccc3)c2N)cc1 | -15% | -16% | -21% | -16% | -3% | 5.3% | i | 3.2 | 0%
COc1ccccc1C1=NOC(C)(c2sc(-c3ccccc3)nc2C)C1 (stereo unspecified) | 2% | -1% | 0% | 10% | -9% | 0.7% | i | 0.9 | x
O=C(O)CC(NC(=O)C12CC3CC(CC(C3)C1)C2)c1ccc(OC2CCCC2)cc1 (stereo unspecified) | 5% | -4% | -11% | -3% | -2% | 0.3% | i | -3.8 | 1%
Cc1ccc(C2=NOC(C)(c3nnc(-c4ccc(Cl)cc4)o3)C2)cc1 (stereo unspecified) | -3% | -15% | 2% | 0% | -6% | -1.4% | i | -2.7 | 2%
COc1cccc(/C=C/C(=O)OCC(=O)NCc2ccc(Cl)cc2)c1 | 1% | 13% | 4% | 14% | -17% | -0.6% | i | -1.5 | -5%
O=C(NN1CCOCC1)c1c(-c2ccccc2)sc2ccccc12 | -3% | 1% | -3% | 5% | 13% | 0.0% | i | -1.1 | 2%
CCn1c2ccccc2c2cc(NC(=O)COC(=O)c3cc(S(=O)(=O)N4CCCCC4)ccc3Cl)ccc21 | 10% | 5% | -11% | -26% | 9% | 0.1% | i | -4.2 | -10%
CC1=C(C(=O)Nc2cccc([N+](=O)[O-])c2)C2(CCC(C)CC2)OC1=O (stereo unspecified) | 10% | 0% | -4% | 6% | 21% | 0.1% | i | -3.7 | -1%
CCOC(=O)C1CCN(CC(O)COCc2ccc3c(c2)OCO3)CC1 (stereo unspecified) | u | 0% | 3% | 10% | 12% | -0.6% | i | -2.3 | 1%
CN(C)CCn1c(C(=O)O)cc2ccccc21 | 3% | -1% | 12% | x | -3% | -1.5% | i | -0.3 | -2%
CCOC(=O)c1cnc(-n2nc(C)cc2C)nc1NCCO | -6% | 0% | -26% | -1% | 0% | 0.4% | i | -0.3 | 1%
O=C(CCc1ccccc1)Nc1nc2c(F)cc(F)cc2s1 | -7% | 11% | 5% | u | 18% | 4.2% | i | -0.9 | -9%
O=C(/C=C/c1cccc([N+](=O)[O-])c1)N1CCN(c2ccc(F)cc2)CC1 | -5% | u | 3% | u | -2% | 0.4% | i | -0.4 | 0%
CCc1nnc(NC(=O)CN2C(=O)c3ccccc3C2=O)s1 | -3%[1.84 µM] | -21% | 0% | 7% | 15% | -0.7% | i | -1.3 | -1%
CCOc1ccc(NC(=O)c2ccc3c(c2)CCN3S(C)(=O)=O)cc1 | 11% | -1% | -18% | -4% | 0% | -0.5% | i | -1.4 | 1%
Cc1cc(C)n(-c2cc(N3CCN(C(=O)c4cccc(Br)c4)CC3)ccc2[N+](=O)[O-])n1 | u | u | -15% | u | 8% | 0.1% | i | -0.4 | -1%
COc1ccc(CNC(=O)CN2N=C(c3ccc(Cl)cc3)CCC2=O)cc1 | 23% | -24% | -21% | x | 1% | 0.7% | x | x | x
COc1ccc(C(=S)N2CCN(c3ccccc3C)CC2)cc1 | 26% | -14% | -19% | u | -1% | 0.5% | i | 1.2 | -1%
CCOC(=O)CC(=O)CSc1nc(-c2ccc3c(c2)OCO3)cc(C(F)(F)F)c1C#N | -3% | 31% | -12% | x | 6% | 3.8% | i | -6.3 | -8%
COC(CNC(=O)C(=O)NCC1OCCN1C(=O)c1ccc(Cl)cc1)OC (stereo unspecified) | 0% | -3% | -14% | 4% | 6% | 0.1% | i | -1.1 | -1%
CCOC(=O)c1nn(-c2ccc(C)cc2)c(C)c1C(C)=O | 9% | 4% | -14% | 3% | -15% | -0.8% | i | -2.6 | x
Cc1ccc(-c2nnn(CC(=O)N(Cc3ccco3)C(C(=O)NC(C)(C)C)c3ccc(C)o3)n2)o1 (stereo unspecified) | 0% | u | -26% | -2% | 17% | 3.7% | i | 0.6 | 2%
CCn1c(O)c2ccc(C(=O)N=NC(=O)c3cccnc3)cc2c1O | 8% | 4% | -3% | x | 7% | -0.7% | i | -0.7 | 2%
O=C(COCc1cc(-c2ccc3c(c2)OCO3)on1)N1CCCCC1 | 5% | -4% | -13% | u | -15% | 3.2% | i | -1.8 | -3%

Bioassay records: PubChem, National Center for Advancing Translational Sciences (NCATS)
